GPR35 antagonists = GPR35 antagonists blocking zaprinast-driven arrestin recruitment, primary screen, imaging, U2OS, beta-arrestin-GFP, zaprinast agonist (AID 2058); U2OS GPR35 beta-arrestin-GFP translocation imaging, zaprinast antagonism; higher % means a stronger effect; inhibition, % at 10 µM; hits with a dose series show IC50 in µM; 0.052% of 290,000 active;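 active = inhibition of at least 50% with at least 30 cells and total cytoplasm GFP at most 10,000,000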
RSV CPE inhibition = RSV antiviral activity via CPE protection, HEp-2 cells, primary 10 µM value included (AID 2391) | HEp-2 cells, RSV-induced CPE inhibition; higher % means a stronger effect | one-dose CPE inhibition, % at 10 µM; IC50 in µM for titrated hits | 0.13% of 310,000 active; in the data active = a potency from the dose series; note: strong numbers were not always called active
Dengue-2 NS5 capping = flavivirus cap methylation enzyme inhibition – biochemical, confirmation dose response, primary screen (AID 588689); Dengue-2 NS5 methyltransferase capping enzyme assay, biochemical; higher % means a stronger effect; inhibition, % at 25 µM; hits with a dose series show IC50 in µM; 0.3% of 340,000 active; in the data active = a potency from the dose series
HIV fusion peptide = cell-free HIV fusion peptide-binding blockers – biochemical, uHTS, fluorescence dequenching, primary screen (AID 1986); cell-free peptide binding, fluorescence dequenching, 30 min; higher % means a stronger effect; one-dose inhibition, % at 20 µM; IC50 in µM for titrated hits; 0.3% of 290,000 active; in the data active = inhibition mostly above about 52%, no sharp cut-off; inactive = mostly below about 76%; note: some results filed as inactive read as strong as hits
GPR55 LPI antagonism = inhibition of LPI-stimulated GPR55 beta-arrestin translocation – imaging, U2OS, beta-arrestin-GFP, LPI agonist, primary screen (AID 2013) | U2OS GPR55 beta-arrestin-GFP translocation imaging, LPI antagonism; higher % means a stronger effect | 0.13% of 290,000 active | one-dose inhibition, % at 10 µM; IC50 in µM for titrated hits;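 active = spots per cell inhibited over 60%, with over 100 cells counted and total cytoplasm intensity under 500,000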;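 note: U2OS cells stably carrying GPR55 and arrestin-GFP stimulated by 5 µM LPI near EC80; imaged beta-arrestin-GFP aggregate spots per cell after agonist stimulation; plate controls were LPI-stimulated DMSO wells for no effect and DMSO wells without LPI for full effect; some results filed as inactive read as strong as hits; confirmed hits need IC50 under 10 µM and bright autofluorescent wells are also inconclusive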
Large T inhibition = SV40 large T antigen inhibitors, biochemical (AID 1903). inhibition, % at 20 µM; hits with a dose series show IC50 in µM. 0.39% of 310,000 active. SV40 large T antigen ATPase/helicase inhibition assay; higher % means a stronger effect; in the data active = a potency from the dose series; note: strong numbers were not always called active
Salmonella PhoP GFP = inhibitors of PhoP regulon expression, primary screen, Salmonella Typhimurium, GFP reporter (AID 1863); 0.16% of 300,000 active; S. Typhimurium PhoP-regulated promoter GFP reporter, 4 h; higher % means a stronger effect; inhibition, % at 50 µM, or IC50 in µM where a hit was titrated;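 active = inhibition over 29.93%, a cutoff 3 SD above the screen mean, later confirmed by dose response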;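 note: 0% = low Mg2+ inducing control and 100% = high Mg2+ repressing control; strong numbers were not always called active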
K1F lysis inhibition = protection from phage-mediated lysis, alamar blue read-out – E. coli UTI89, K1F phage, bacterial capsule biogenesis inhibitors (AID 488966). E. coli UTI89 K1F phage lysis, alamar blue, 2 h; higher % means a stronger effect. one-dose inhibition, % at 100 µM; IC50 in µM for titrated hits. 0.02% of 340,000 active;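 active = phage lysis inhibition, versus mean bacterial control, above a set limit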;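 note: capsule biogenesis inhibitors block K1F phage lysis so surviving cells raise fluorescence; higher fluorescence means more inhibition of phage lysis; actives were called in the ten point dose series up to 300 µM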
MgcRacGAP inhibition = MgcRacGAP GTPase-activating activity inhibitors, confirmation, biochemical, ADP Hunter fluorescence; MgcRacGAP-stimulated Rac1 GTP hydrolysis, ADP Hunter fluorescence; higher % means a stronger effect; GST-tagged Rac1 F28L mutant substrate; inhibition, % at 30 µM; hits with a dose series show IC50 in µM; 0.6% of 340,000 active;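 active = first-screen hits whose inhibition reached a set limit at any dose in the follow-up dose series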;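 note: fluorescence reports GDP produced by GAP-driven GTP hydrolysis; strong numbers were not always called active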
* hit, by the source's call; i = inactive; / = not tested or not shown; [ ] = remark or other dose.

molecule	GPR35 antagonists	RSV CPE inhibition	Dengue-2 NS5 capping	HIV fusion peptide	GPR55 LPI antagonism	Large T inhibition	Salmonella PhoP GFP	K1F lysis inhibition	MgcRacGAP inhibition
CCc1ccc2nc(SCC(=O)Nc3ccccc3N3CCOCC3)c(C#N)cc2c1	-14%	-2.7%	-6%	1.7%	-10%	10%	/	0.3%	13%
COc1ccc(C(=O)NC(=S)N2CCCCC2)cc1[N+](=O)[O-]	-15%	2.9%	-7%	2.7%	7%	5%	0%	-0.1%	4%
O=C(N/N=C/c1ccncc1)c1nc2ccccc2c(=O)[nH]1	3%	2.2%	-7%	0.0%	14%	6%	-1%	0.3%	1%
O=C(Nc1ccc(CN2CCOCC2)cc1)c1ccc(Cl)cc1Cl	15%	10%	-5%	-1.0%	-2%	14%	0%	-0.1%	-8%
CC1S/C(=N/N=C/c2cccc([N+](=O)[O-])c2)NC1=O (configuration not stated)	-4%	-2.2%	-9%	-0.2%	14%	21%	-4%	-1.7%	-9%
Cc1cc(=O)oc2cc3c(cc12)OCO3	-18%	0.5%	-7%	-0.7%	11%	0%	-2%	0.2%	13%
COc1cc(NC(=O)c2ccc([N+](=O)[O-])cc2)c(OC)cc1NC(=O)CC(C)C	9%	1.8%	-5%	-0.5%	5%	1%	-10%	i	4%
COc1ccc(S(=O)(=O)N(CC(=O)NCc2ccncc2)Cc2ccccc2)cc1	-16%	0.2%	3%	0.2%	-11%	4%	1%	0.1%	5%
CCOC(=O)C1Cn2c(nc3c(c2=O)C(C)(CC)Cc2ccccc2-3)S1 (configuration not stated)	5%	18%	-8%	1.5%	6%	4%	-2%	3.0%	3%
CC12CCC(C(=O)NCc3ccco3)(OC1=O)C2(C)C (configuration not stated)	8%	1.0%	-3%	1.4%	2%	1%	10%	2.7%[50 µM]	-3%
CC(=O)NCN1CCN(CNC(C)=O)CC1	5%	0.4%	3%	3.7%	0%	11%	4%	0.1%	15%
COc1ccc(CNS(=O)(=O)c2ccc(-c3ccc(=O)[nH]n3)s2)cc1OC	-14%	4.0%	-3%	1.9%	-3%	/	-3%	0.4%	9%
Cc1cccc(N2CCN(C(=O)C3CCCN(S(=O)(=O)c4cnc[nH]4)C3)CC2C)c1 (configuration not stated)	-3%	3.2%	-20%	1.9%	8%	8%	-2%	0.2%	0%
Cc1ccc(NC(=O)c2cc(S(=O)(=O)N3CCOCC3)cn2C)cc1Cl	6%	2.7%	-3%	-0.7%	-4%	3%	/	-0.2%	6%
CCCCNS(=O)(=O)c1ccc(NC(=O)C2c3ccccc3Oc3ccccc32)cc1	1%	15%	-1%	-0.3%	2%	21%	-5%	0.8%	6%
COc1ccccc1NC(C)C(=O)N/N=C/c1ccccc1OCc1cccc(Br)c1 (configuration not stated)	-9%	2.0%	4%	1.2%	15%	4%	-7%	0.1%	8%
CC(=O)Nc1ccc(S(=O)(=O)N2CCC(C(=O)c3ccc(F)cc3)CC2)cc1	5%	1.6%	-4%	1.2%	12%	14%	3%	-0.7%	8%
Cc1cccc(N2CCN(CC(=O)Nc3nccs3)CC2)c1C	-6%	22%	-4%	3.4%	7%	5%	9%	0.5%	8%
O=c1o[nH]c(-c2ccccc2)c1N=Nc1c(F)cccc1Cl	8%	11%	22%	28%	5%	12%	-4%	-0.2%	/
COc1ccccc1N(C)S(=O)(=O)c1ccc(Cl)c(C(=O)N2CCC(C(N)=O)CC2)c1	0%	-0.8%	1%	-1.8%	-9%	6%	-9%	-0.5%	7%
N#Cc1cc(-c2ccc(Cl)cc2)cnc1Sc1ccc(F)cc1	-11%	/	-3%	-0.8%	11%	8%	2%	11%	-3%
COc1ccc(CN2CN(S(=O)(=O)c3ccccc3)c3nc4ccccc4nc32)cc1	2%	2.8%	-3%	-1.6%	-1%	10%	-9%	2.1%[50 µM]	9%
CCCCn1c(N)c(N(CCC(C)C)C(=O)c2ccc3ccccc3c2)c(=O)[nH]c1=O	/	0.5%	-2%	/	/	/	/	0.5%	13%
NCCCC[C@@H](C(=O)N1CCNCC1)n1cc([C@@H](N)CC(N)=O)nn1	/	0.2%	-2%	/	/	9%	/	0.2%	9%
C=CCOC(=O)C1=C(C)N=C2SCCC(=O)N2C1/C=C/c1ccccc1OC (configuration not stated)	-2%	3.1%	-10%	1.2%	-11%	2%	-1%	0.9%	6%
CC(C)Cc1ccc(/C(=N/O)C(=O)O)s1	12%	1.5%	-3%	-1.4%	10%	11%	-4%	0.3%	7%
CS(=O)(=O)N(CC(=O)N1CCN(c2ccccc2F)CC1)C1CCCCC1	-7%	0.2%	-2%	-2.1%	7%	7%	2%	0.0%	5%
NS(=O)(=O)c1ccc(Sc2ccccn2)c([N+](=O)[O-])c1	-2%	0.2%	/	-1.0%	4%	11%	-3%	/	/
O=C(O)CN(c1ccccn1)S(=O)(=O)c1ccc(Cl)cc1	-1%	0.9%	2%	2.9%	3%	2%	-14%	-0.1%	-9%
NC1=NC(=O)/C(=C/c2cccc(F)c2)S1	-9%	3.6%	2%	-0.7%	6%	10%	13%	0.1%	8%

2 of these compounds, reformatted.
COc1ccc(CN2CN(S(=O)(=O)c3ccccc3)c3nc4ccccc4nc32)cc1
  GPR35 antagonists = 2%; RSV CPE inhibition = 2.8%; Dengue-2 NS5 capping = -3%; HIV fusion peptide = -1.6%; GPR55 LPI antagonism = -1%; Large T inhibition = 10%; Salmonella PhoP GFP = -9%; K1F lysis inhibition = 2.1%[50 µM]; MgcRacGAP inhibition = 9%

CCCCn1c(N)c(N(CCC(C)C)C(=O)c2ccc3ccccc3c2)c(=O)[nH]c1=O
  GPR35 antagonists = /; RSV CPE inhibition = 0.5%; Dengue-2 NS5 capping = -2%; HIV fusion peptide = /; GPR55 LPI antagonism = /; Large T inhibition = /; Salmonella PhoP GFP = /; K1F lysis inhibition = 0.5%; MgcRacGAP inhibition = 13%

Following part.
molecule	GPR35 antagonists	RSV CPE inhibition	Dengue-2 NS5 capping	HIV fusion peptide	GPR55 LPI antagonism	Large T inhibition	Salmonella PhoP GFP	K1F lysis inhibition	MgcRacGAP inhibition
O=C(c1cccs1)N1CCN(S(=O)(=O)c2cccs2)CC1	3%	0.8%	0%	-1.3%	9%	11%	-1%	-0.1%	7%
CC1CCc2sc(C(=O)OCC(=O)NCc3ccc(F)cc3)cc2C1 (configuration not stated)	3%	2.3%	1%	0.7%	-20%	12%	-11%	-0.9%	1%
COc1ccc(CCNC(=O)CSc2nc3[nH]ncc3c(=O)n2-c2ccccc2Br)cc1OC	1%	-1.2%	-3%	-0.1%	9%	2%	-8%	0.1%	5%
Cc1ccc(S(=O)(=O)N2[C@@H](c3ccccc3)C(C(=O)O)=CC[C@H]2c2ccc3c(c2)OCO3)cc1	/	8.2%	-4%	/	/	26%	-1%	-4.1%	4%
CCOc1cc2[nH]c(=O)n(CCC(=O)NCc3ccc(OC)cc3)c(=O)c2cc1OCC	-7%	0.6%	-9%	-2.5%	-11%	14%	-6%	0.0%	5%
O=C(O)CCCC(=O)NCc1c(Cl)cccc1Sc1ccc(Cl)cc1	-7%	5.5%	-4%	2.0%	2%	1%	-8%	0.2%	11%
O=C(COc1ccc2ccccc2c1Br)Nc1ncn[nH]1	16%	2.5%	2%	0.8%	7%	9%	-13%	3.3%	10%
CCOc1cccc(C(=O)Nc2cc(C)ccc2NC(=O)c2ccco2)c1	2%	/	-4%	1.0%	-3%	/	/	0.1%	9%
Cc1onc(-c2ccccc2)c1C(=O)OCC(=O)N1CCC(C)CC1	/	-1.0%	4%	/	/	/	/	0.7%[50 µM]	1%
O=C(NCCCc1ccccc1)C(=O)NCC1OCCN1S(=O)(=O)c1cc(F)ccc1F (configuration not stated)	-5%	9.8%	-6%	1.0%	10%	8%	5%	2.3%[50 µM]	10%
COc1cccc(CC2(CO)CCCN(Cc3cn[nH]c3C3CCCCC3)C2)c1 (configuration not stated)	22%	-1.1%	-6%	-1.7%	8%	6%	4%	0.3%	3%
Cc1ccc(NCC(=O)NNC2=NCCC2)c(C)c1	-4%	-1.4%	-2%	1.7%	5%	4%	0%	0.4%	-1%
C=CCNC(=O)COc1cc(C)ccc1C	/	1.0%	1%	-1.6%	7%	5%	-6%	3.7%	6%
COc1ccc(Cc2nnc(NC(=O)Nc3ccccc3OC)s2)cc1	2%	1.9%	-9%	-0.5%	-1%	6%	2%	0.2%	7%
COc1ccc(-c2n[nH]c(C)c2-c2cnn(-c3ccccc3)c2)c(O)c1	-18%	7.0%	2%	-2.4%	14%	5%	-2%	-0.5%	1%
O=C(NNC(=S)NC1CCCCC1)c1cccs1	0%	1.4%	-12%	-3.1%	4%	5%	3%	0.2%[50 µM]	5%
COc1cc(C2C(=O)N(C3CCCC3)CC(=O)N2Cc2ccco2)ccc1OC(C)C (configuration not stated)	8%	0.4%	-2%	-3.3%	5%	5%	-1%	4.3%	5%
S=C(NCCc1ccc(Cl)cc1)NCc1ccco1	10%	0.3%	-6%	11%	8%	11%	-4%	-0.1%	4%
COc1ccc(CN2C3CCC2CC(NC(=O)c2cccc(F)c2)C3)cc1 (configuration not stated)	-2%	0.7%	4%	3.0%	0%	6%	6%	-2.3%	-1%
COc1ccc(SCCN2CC[C@@H](C(C)(C)C)CCC2=O)cc1	/	-0.4%	-7%	/	/	/	/	0.3%	10%
Cc1nn(-c2ccc(F)cc2)c2sc(C(=O)OC3CCOC3=O)cc12 (configuration not stated)	8%	0.7%	8%	-0.7%	28%	-5%	7%	-0.6%	9%
C=CCc1ccc(OCC(O)CN2CCN(Cc3ccccc3)CC2)c(OC)c1 (configuration not stated)	-4%	0.6%	-12%	0.9%	-4%	10%	-7%	0.2%	0%
O=C(Oc1ccc(-c2csnn2)cc1)C1CC1	-8%	2.3%	8%	0.1%	-5%	6%	-1%	-2.7%	-7%
OCCC1CN(Cc2cn[nH]c2C2CCCCC2)CCN1C1CCCC1 (configuration not stated)	3%	-0.9%	-2%	0.7%	10%	/	/	-0.1%	-10%
CC(C)CCNC(=O)COc1ccc(C(=O)c2ccccc2)cc1	9%	22%	-10%	-0.2%	-9%	13%	0%	-0.1%	4%
Cc1ccc(-c2nnc(-c3ccc(NC(=O)Cc4cccs4)cc3)o2)cc1	6%	3.6%	2%	2.3%	2%	6%	-11%	-0.4%	2%
